Screening results from PubChem BioAssay.
PolyA inhibitor = yeast polyadenylation inhibition; S. cerevisiae SKY197-pL101 polyadenylation reporter, beta-gal luminescence; efflux-impaired pdr1/pdr3 knockout yeast; score 100 = 6 SD above DMSO; calls only at 12 µM; 300,000 compounds, 0.02% hits; AID 1875;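 active = lowest replicate activity score at least 50, where 100 means six control SD above control mean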;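 note: yeast exposed to compound for 9 h at 30 °C; higher score means more reporter readthrough which indicates perturbed polyadenylation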
GSK3beta inhib = blocks human GSK3beta kinase activity; GST-GSK3beta kinase, ADP-Glo luminescence, 60 min; hits give low values; AID 2097; activity score (negative = inhibition), % at 10 µM; 300,000 compounds, 0.038% hits;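 active = more than half of replicate wells score below -50%, meaning over 50% inhibition versus plate controls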;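 note: 0% = median DMSO wells and -100% = median GW8510 positive control wells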
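Assay system: GST-tagged human GSK3beta kinase, cell-free; Input: 1.6 ng GSK3beta; Medium: Tris/MgCl2 kinase buffer; Timing: 60 min enzyme reaction, room temperature; Signal: ADP-Glo luminescence quantifying ADP generated by kinase; Evaluation: score relative to plate controls; Benchmarks: DMSO neutral wells and GW8510 at 20 µM as positive.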
KCNQ1 pot = potentiators or activators of human KCNQ1 potassium channel; AID 2648; 310,000 compounds, 0.35% hits; CHO-K1 KCNQ1, thallium flux FluxOR fluorescence; hits give high values; B-score at 10 µM;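 active = fluorescence ratio B-score, a plate-corrected score, at least three library SD, with initial intensity B-score within 5 SD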
Target sequence (P51787 whole entry, looked up): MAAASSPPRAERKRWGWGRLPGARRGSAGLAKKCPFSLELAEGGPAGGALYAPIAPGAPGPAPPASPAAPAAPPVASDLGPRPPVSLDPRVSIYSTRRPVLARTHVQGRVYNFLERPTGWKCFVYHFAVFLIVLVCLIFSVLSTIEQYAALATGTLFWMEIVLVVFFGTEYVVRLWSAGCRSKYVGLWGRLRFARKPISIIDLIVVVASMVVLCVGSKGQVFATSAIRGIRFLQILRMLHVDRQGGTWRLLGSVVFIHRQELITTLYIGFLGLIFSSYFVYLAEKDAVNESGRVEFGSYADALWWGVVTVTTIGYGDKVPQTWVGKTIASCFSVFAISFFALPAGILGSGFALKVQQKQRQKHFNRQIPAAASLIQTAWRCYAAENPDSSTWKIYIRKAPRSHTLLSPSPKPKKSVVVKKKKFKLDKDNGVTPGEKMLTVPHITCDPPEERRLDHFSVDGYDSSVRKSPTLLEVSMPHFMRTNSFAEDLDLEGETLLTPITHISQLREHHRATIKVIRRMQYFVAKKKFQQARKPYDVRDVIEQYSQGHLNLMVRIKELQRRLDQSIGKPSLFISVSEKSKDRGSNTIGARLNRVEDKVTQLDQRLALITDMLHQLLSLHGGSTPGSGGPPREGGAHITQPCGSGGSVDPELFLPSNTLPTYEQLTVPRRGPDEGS
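assay system = KCNQ1-transfected CHO-K1 cells | medium = assay buffer with matched DMSO | probe or stimulus = depolarizing K+/Tl+ stimulus, K2SO4 and Tl2SO4 each 12.5 mM in 5x stock | dosing = single dose | incubation = dye 90 min, compound 20 min, room temperature | detection = kinetic FluxOR fluorescence, 10 s baseline plus 110 s post-stimulus | evaluation = ratio B score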
KCNK3 inh = human KCNK3 channel inhibition, primary screen; O14649; CHO-KCNK3 thallium flux, FluxOR fluorescence; hits give low values; B-score at 10 µM; 340,000 compounds, 0.84% hits;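 active = B-score under library mean minus 4 SD, starting fluorescence ratio at most library mean plus 5 SD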;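 note: more negative B-score means stronger inhibition of thallium flux through KCNK3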
RGS4 act = potentiators or activators of RGS4; HEK293 M3R/inducible RGS4, carbachol calcium flux Fluo4; hits give low values; 310,000 compounds, 0.92% hits; AID 463111; B-score at 10 µM;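 active = B-score of the integrated calcium signal more than 4 SD below the library mean, with starting fluorescence not abnormally high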;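 note: negative B-score means reduced calcium response which marks RGS4 activation or potentiation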
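Test system: HEK293 cells with stable M3R and inducible RGS4; also added: carbachol at ECmax as muscarinic agonist stimulus; schedule: dye loading 30 min 37 °C, buffer rest 30 min RT; technique: kinetic calcium fluorescence imaging with Fluo4-AM dye, 2 µM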
RGS4 inh = inhibitors of human RGS4. HEK293 M3R/RGS4 inducible, Fluo-4 calcium flux; hits give high values; triggered by carbachol at its EC20. B-score at 10 µM. 310,000 compounds, 0.45% hits;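 active = B-score, a plate-corrected calcium signal, over three deviations above library mean, with baseline fluorescence within five deviations of library mean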;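 note: RGS4 expression induced by doxycycline in cells with stable M3 receptor; B-score is computed from the integrated fluorescence ratio over baseline after carbachol; higher B-score means a larger calcium signal and so more RGS4 inhibition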
Target sequence (P49798 whole entry, looked up): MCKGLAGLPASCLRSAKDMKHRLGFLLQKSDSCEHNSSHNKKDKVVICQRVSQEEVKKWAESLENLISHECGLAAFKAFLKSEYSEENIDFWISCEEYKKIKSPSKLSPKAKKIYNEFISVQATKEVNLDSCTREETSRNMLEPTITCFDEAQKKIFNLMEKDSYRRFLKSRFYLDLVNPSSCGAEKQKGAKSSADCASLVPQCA
DYRK1A inh = blocks rat Dyrk1A kinase activity. Q63470. AID 504441. inhibition, % at 12.5 µM. 310,000 compounds, 0.43% hits. ADP-Glo luminescence, NFATc1 peptide; in the data active = inhibition above about 50%;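 note: plate controls were vehicle with enzyme for no effect and no enzyme for full effect; many of its hits are not listed in these tables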
hERG protect = shields human hERG channel from block by proarrhythmic agents; Q12809; CHO-hERG, FluxOR thallium flux, dofetilide IC70 present; activation (rescue from dofetilide block), less the hit threshold, % at 10 µM; 310,000 compounds, 0.51% hits; AID 1511;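 active = activation above the mean of controls blocked by dofetilide plus 5 SD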;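 note: thallium influx through hERG after potassium depolarization seen as dye fluorescence rise; in these data hits start at about 4.7%; inactives centre near -7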
KCNQ1 inh = blocks the human KCNQ1 potassium channel. P51787. 310,000 compounds, 1.3% hits. AID 2642. CHO-K1 KCNQ1, FluxOR thallium flux fluorescence; hits give high values. B-score at 10 µM;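 active = compounds whose thallium flux B-score, printed positive for inhibition, exceeds three library SD while starting fluorescence stays within three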;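 note: channel opened by potassium depolarization with thallium stimulus after 20 min compound exposure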
GSK3A inh = blocks human GSK-3 alpha kinase; 320,000 compounds, 0.1% hits; P49840; ADP-Glo luminescence, 60 min; inhibition, % at 10 µM;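 in the data active = inhibition above about 50%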;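 note: GST-tagged GSK-3 alpha with peptide substrate and 25 µM ATP; 0% = DMSO neutral wells and 100% = GW8510 positive control wells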
KCNK9 block = inhibitors of human KCNK9 two-pore domain potassium channel; HEK293 KCNK9, FluxOR thallium flux fluorescence; hits give low values; B-score at 10 µM; 310,000 compounds, 1.2% hits;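 active = ratio B-score over 3 SD below the library mean, with starting fluorescence within 5 SD of its mean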;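 note: negative B-score means less thallium flux so channel inhibition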
Starred values were filed as active, the others as inactive; i = inactive; nt = no result given; & = joins results of further samples. The list is partial. The share of hits here may be higher or lower than overall.

smiles	PolyA inhibitor	GSK3beta inhib	KCNQ1 pot	KCNK3 inh	RGS4 act	RGS4 inh	DYRK1A inh	hERG protect	KCNQ1 inh	GSK3A inh	KCNK9 block
N/C(=N\OC(=O)c1cccc2ccccc12)c1cccnc1	i	-2	i	i	i	i	4	-3	i	-6	i
Cc1cc(NC(=O)NC2(C(F)(F)F)Oc3ccc(Cl)cc3O2)no1 (stereo not given)	i	-2	i	i	i	i	3	-7	i	1	i
O=C(Cc1c(F)cccc1Cl)Nc1ccc(S(=O)(=O)N2CCOCC2)cc1	i	-2	i	i	i	i	nt	-7	i	-48	i
CC(CCc1ccccc1)NC(=O)CN1CCN(c2ccc(O)cc2)CC1 (stereo not given)	i	0	i	i	i	i	4	-12	i	-3	i
O=[N+]([O-])c1ccc(-c2csc(N3CCc4ccccc4C3)n2)cc1	i	-1	i	i	i	i	2	-11	i	0	i
C/C(=N\NC(=O)COc1ccccc1-c1ccccc1)c1cccnc1	i	-1	i	i	i	i	nt	-9	i	0	i
O=c1c2ccccc2nnn1CSc1nnc(-c2ccco2)o1	i	-2	i	i	i	i	7	-5	i	-1	i
Cc1coc2c(C)c3oc(=O)c4c(c3cc12)CCCC4	i	-5	i	i	i	i	-47	-8	i	0	i
O=C(Cc1cc(=O)[nH][nH]1)N/N=C/C(Cl)=C/c1ccccc1	i	-6&0	i	i	i	i	-7&-3	3&-11	i	-1&2	i
O=C(Cc1ccccc1)N/N=C/c1ccc([N+](=O)[O-])s1	i	2	i	i	i	i	7	-7	i	-1	i
O=C(NCc1ccccc1Cl)c1cc2ccccc2oc1=O	i	1	i	i	i	i	nt	-10	i	-3	i
CCOc1ncccc1C(=O)NCCN1C(=O)S/C(=C/c2cccs2)C1=O	i	-3	i	i	i	i	4	-4	i	-4	i
NC(=O)c1ccsc1NC(=O)COC(=O)c1ccc(Cl)c(N)c1	i	3	i	i	i	i	4	-10	i	0	i
COCCN(C(=O)COC(=O)C1CC1C)c1c(N)n(Cc2ccccc2)c(=O)[nH]c1=O (stereo not given)	i	1	i	i	i	i	-3	-17	i	0	i
CCN1CCN(c2nc(-c3ccc(F)cc3)cc(=O)[nH]2)CC1	i	-1	i	i	i	i	10	-7	i	1	i
CC(=O)N1CCc2cc(S(=O)(=O)C(C)CC(=O)Nc3ccc(OC(F)(F)F)cc3)ccc21 (stereo not given)	i	3	i	i	i	i	-6	-8	i	-1	i
COc1ccc(C2=NN(C(=O)C(O)c3ccccc3)C(O)(C(F)(F)F)C2)cc1 (stereo not given)	i	0	i	i	i	i	5	-9	i	-1	i
Cc1cc(C)cc(NC(=O)CSCc2cnn(-c3ccccc3)c2-n2cccc2)c1	i	-1	i	i	i	i	1	-13	i	1	i
CC1=C(C(=O)NCc2ccccc2)C(c2cc(Br)cc(Br)c2OC(C)C)NC(=O)N1 (stereo not given)	i	-1	i	i	i	i	0	-14	i	0	i
Cc1cccc(N2CCN(C(=O)C3CCC(=O)N(Cc4ccccc4F)C3)CC2)c1C (stereo not given)	i	1	i	i	i	i	5	-10	i	1	i
CCCc1nc(SCC(=O)Nc2nccs2)c2ccccc2n1	i	nt	i	i	i	i	-5	-8	i	1	i
CC(=O)Oc1cccc(N2C(=O)c3cccc4c([N+](=O)[O-])ccc(c34)C2=O)c1	i	0	i	i	i	i	4	-11	i	-3	i
COC(=O)c1ccc(OC(=O)c2ccccn2)cc1	i	1	i	i	i	i	8	-8	i	0	i
Cc1ccn2c(C(=O)N/N=C\c3ccc4c(c3)OCO4)c(C)nc2c1	i	7	i	i	i	i	-1	-4	i	-2	i
O=C(C1=C(O)C(=O)N(CCN2CCOCC2)C1c1ccncc1)c1ccco1 (stereo not given)	i	3	i	i	i	i	0	-11	i	-4	i
CCCCn1c(-c2ccc(OC(F)F)cc2)nc2c1c(=O)[nH]c(=O)n2CC(C)C	i	-1	i	i	i	i	3	-4	i	-1	i
COCc1ccc2oc(C(=O)O)cc2c1	i	2	i	i	i	i	2	-11	i	-4	i
Cc1nnsc1Sc1ccccc1C(=O)O	i	0	i	i	i	i	2	-5	i	-4	i
C/C(=N\NC(=O)c1ccc(OC2OCCOC2Oc2ccc(C(=O)N/N=C(\C)c3ccncc3)cc2)cc1)c1ccncc1 (stereo not given)	i	-3	i	i	i	i	-3	-9	i	-2	i
Cc1ccc(NS(=O)(=O)c2cccc3nsnc23)cc1[N+](=O)[O-]	i	2	i	i	i	i	1	-2	i	-3	i
CC(C)(C)c1ccc(OCCC(=O)Nc2cccc(S(=O)(=O)N3CCOCC3)c2)cc1	i	3	i	i	i	i	9	-11	i	-1	i
COCCN(C(=O)Cc1cccs1)C(C(=O)NCc1ccc(OC)cc1)c1ccc(C)cc1 (stereo not given)	i	2	i	i	i	i	nt	-2	i	-2	i
Cc1ccccc1OCCC(=O)Nc1ccc(S(=O)(=O)N(C)C2CCN(C)CC2)cc1	i	1	i	i	i	i	10	-11	i	-2	i
CS(=O)(=O)c1ccc(Sc2nc3ccccc3[nH]2)c([N+](=O)[O-])c1	i	0	i	i	i	i	4	-5	i	-3	i
COCC(=O)NC1CCN(CC(=O)Nc2ccccc2[N+](=O)[O-])CC1	i	2	i	i	i	i	0	-8	i	1	i
O=C(NCCS(=O)(=O)N1CCN(c2ccccc2F)CC1)c1ccc(F)c(F)c1	i	0	i	i	i	i	4	-7	i	0	i
O=C(Nc1cccc2ccccc12)c1ccc([N+](=O)[O-])s1	i	-11	i	i	i	i	-37	-6	i	-6	i
O=C(N/N=C/c1cnc2ccccc2n1)c1cccc(F)c1	i	7	i	i	i	i	14	-2	i	1	i
O=C(COc1ncnc2sccc12)N1CCN(S(=O)(=O)c2ccc(Cl)cc2)CC1	i	0	i	i	i	i	-8	-4	i	-1	i
COc1ccc(C(=O)C2CCCN(C(=O)c3ccc(CSC)o3)C2)cc1F (stereo not given)	i	-3	i	i	i	i	13	-19	i	3	i
COc1cccc(-c2nc(CS(=O)(=O)CC(=O)NCCCc3ccccc3)c(C)o2)c1	i	5	i	i	i	i	1	-5	i	-3	i
CCC(=O)N(Cc1cc2cc(OC)ccc2[nH]c1=O)c1ccc(C)cc1	i	-1	i	i	i	i	2	-4	i	-5	i
COCCN1C=C(C(=O)OC)C(c2ccc3c(c2)OCO3)C(C(=O)OC)=C1	i	-5	i	i	i	i	nt	3	i	1	i
COC(=O)c1c(C)[nH]c(C(=O)NCCc2ccc(S(N)(=O)=O)cc2)c1C	i	-2	i	i	i	i	3	-4	i	-3	i
COc1ccc(N2CCN(C(=O)CCc3ccc(S(=O)(=O)NC(C)(C)C)cc3)CC2)cc1	i	2	i	i	i	i	4	-12	i	-1	i
CC(=O)Nc1sc(C)c(C)c1C(=O)OC1CCOC1=O (stereo not given)	i	0	i	i	i	i	2	-3	i	-1	i
N/C(=N\OC(=O)C1CCCCC1)c1ccccn1	i	-7	i	i	i	i	2	-10	i	0	i
O=C(O)CCCCCN1C(=O)/C(=C\c2cn(-c3ccccc3)nc2-c2cccs2)SC1=S	i	2	i	i	-7*	i	-7	-20	i	-4	i
Cc1ccsc1/C=N/NC(=O)c1ccc2nc[nH]c2c1	i	1	i	i	i	i	3	-11	i	0	i
Cc1ccc(S(=O)(=O)c2nc(-c3ccccc3)oc2N2CCC(C(N)=O)CC2)cc1	i	0	i	i	i	i	-9	-1	i	-1	i
COc1cc(/C=N/n2cnnc2)ccc1OS(=O)(=O)c1ccccc1[N+](=O)[O-]	i	1	i	i	i	i	2	-10	i	3	i
CC(C)CN(CCNC(=O)CN1C(=O)CSc2ccc(S(=O)(=O)N3CCOCC3)cc21)CC(C)C	i	-7	i	i	i	i	14	-4	i	0	i

Quoted from the listing.
Result for COCC(=O)NC1CCN(CC(=O)Nc2ccccc2[N+](=O)[O-])CC1 in DYRK1A inh: 0
Result for CCCCn1c(-c2ccc(OC(F)F)cc2)nc2c1c(=O)[nH]c(=O)n2CC(C)C in hERG protect: -4

Molecules from the list above containing an aryl thioether with sulfur outside any ring:
smiles	PolyA inhibitor	GSK3beta inhib	KCNQ1 pot	KCNK3 inh	RGS4 act	RGS4 inh	DYRK1A inh	hERG protect	KCNQ1 inh	GSK3A inh	KCNK9 block
O=c1c2ccccc2nnn1CSc1nnc(-c2ccco2)o1	i	-2	i	i	i	i	7	-5	i	-1	i
CCCc1nc(SCC(=O)Nc2nccs2)c2ccccc2n1	i	nt	i	i	i	i	-5	-8	i	1	i
Cc1nnsc1Sc1ccccc1C(=O)O	i	0	i	i	i	i	2	-5	i	-4	i
CS(=O)(=O)c1ccc(Sc2nc3ccccc3[nH]2)c([N+](=O)[O-])c1	i	0	i	i	i	i	4	-5	i	-3	i
